# From PubChem BioAssay
# MEKK2mut PB1 HTS – signal of MEK5 binding to mutant human MEKK2 PB1 domain; percent response, % at 10 µM; 290,000 compounds, 0.35% hits; bead flow cytometry, Alexa488-MEK5 binding to MEKK2 mutant; in the data active = percent response above about 24%, passing the limit was not always enough; note: inactives centre near 1; some results filed as inactive read as strong as hits
# MEKK2wt PB1 HTS – raises or lowers MEK5 binding to wildtype human MEKK2 PB1 domain; Q9Y2U5; bead flow cytometry, Alexa488-MEK5 binding to MEKK2 WT; actives lie on both sides; binding response (% of control), % at 10 µM; 290,000 compounds, 1.1% hits; AID 1531; in the data active = binding response below about 67% or above about 130%
# IMP-1 inh – inhibitors of Pseudomonas aeruginosa IMP-1 metallo-beta-lactamase | 290,000 compounds, 0.45% hits | inhibition, % at 5.6 µM | purified IMP-1, nitrocefin hydrolysis, epi-absorbance fluorescence;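 active = inhibition above the mean plus 3 SD of all compounds in the same screening run, cut at about 4.5% in these data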;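 note: 0% = IMP-1 with DMSO and 100% = DMSO wells lacking enzyme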
#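 Assay system: purified recombinant IMP-1 beta-lactamase. Input: IMP-1 0.2 nM before substrate addition. Buffer or medium: Zinc- and detergent-supplemented HEPES buffer, pH 7.1. Schedule: 25 °C, 15 min preincubation, 25 min reaction. Signal: Epi-absorbance fluorescence, 480 nm excitation, 530 nm emission. Evaluation: percent inhibition from optical density relative to buffer-blank wells.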
# NALP1 inh – NALP1 inhibition | S. cerevisiae NALP1/ASC/caspase-1 growth, X-gal OD620, 72 h | inhibition, % at 10 µM | 280,000 compounds, 0.61% hits | AID 2071; in the data active = inhibition mostly above about 24%, no sharp cut-off; inactive = mostly below about 32%; note: some compounds called inactive have numbers as strong as hits
# DNA FID counter – counter-screen for HCV NS3 helicase inhibitors: DNA intercalator displacement; DNA fluorescent intercalator displacement, fluorescence; inhibition, % at 7.9 µM; 290,000 compounds, 0.17% hits; in the data active = inhibition above about 37%;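 note: 0% = vehicle and 100% = reference compound; higher means more ethidium bromide displaced from hairpin DNA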
# VIM-2 inh – blocks Pseudomonas aeruginosa VIM-2 metallo-beta-lactamase; inhibition, % at 5.6 µM; purified VIM-2, nitrocefin hydrolysis, epi-absorbance fluorescence; 290,000 compounds, 0.89% hits;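 active = inhibition above the mean of all tested compounds plus 3 SD, cutoff set per screening run, cut at about 7.5% in these data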;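 note: red hydrolysis product quenches plate fluorescence so inhibitors raise well fluorescence; 0% = enzyme with DMSO and 100% = DMSO without enzyme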
# PfM18AAP inh – blocks P. falciparum M18 aspartyl aminopeptidase; 290,000 compounds, 1.2% hits; recombinant PfM18AAP, H-Glu-NHMec fluorogenic cleavage; inhibition, % at 7.35 µM;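 active = inhibition above the campaign mean inhibition over all tested compounds plus 3 SD, cut at about 28% in these data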;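 note: 0% = plate median of test compound wells and 100% = 2 mM ZnCl2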
# UBC9 SUMO inh – blocks human SUMOylation mediated by UBC9; P63279; HTRF SUMOylation assay, SAE1/SAE2 + UBC9, in vitro; inhibition, % at 35 µM; 290,000 compounds, 0.36% hits; AID 2006; in the data active = inhibition above about 50%, passing the limit was not always enough; note: strong numbers were not always called active
# Target sequence (P63279 whole entry, looked up): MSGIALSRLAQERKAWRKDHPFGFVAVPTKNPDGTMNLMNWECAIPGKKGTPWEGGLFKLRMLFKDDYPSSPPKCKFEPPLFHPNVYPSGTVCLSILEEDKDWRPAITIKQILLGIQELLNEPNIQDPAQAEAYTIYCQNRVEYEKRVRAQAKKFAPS
# HCV NS3 hel inh – blocks Hepatitis C virus NS3 helicase unwinding. 290,000 compounds, 0.56% hits. AID 1800. NS3 helicase DNA unwinding, Cy5 molecular beacon fluorescence. inhibition, % at 10.9 µM;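 active = inhibition above the mean of all tested compounds plus 3 SD, set per campaign, cut at about 35% in these data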;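 note: 0% = DMSO wells and 100% = thioflavine S control wells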
#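 Control set: DMSO versus 110 µM thioflavine S; Material: NS3 helicase fragment of HCV; Measured by: Cy5 fluorescence at 0 and 60 min, beacon hairpin quenching; Read-out basis: percent inhibition from t60/t0 fluorescence ratio; Times: reaction time 60 min, 25 °C; Repeats: single replicate; Compound dosing: single dose, 10.9 µM nominal final, DMSO 0.8% final.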
# An asterisk follows results filed as active; · = no result given. Compounds were not picked by outcome; about 4.7% have a hit in one of these screens.
Structure	MEKK2mut PB1 HTS	MEKK2wt PB1 HTS	IMP-1 inh	NALP1 inh	DNA FID counter	VIM-2 inh	PfM18AAP inh	UBC9 SUMO inh	HCV NS3 hel inh
Cn1c(SCC(=O)N2CCCCCC2)nc2c([nH]c3ccccc32)c1=O	1	105	-2.8	0	-11	-1.7	5	18	4
O=C(NNS(=O)(=O)c1ccccc1)c1cnn(-c2ccccc2)c1-n1cccc1	4	101	-1.0	-2	-14	0.2	13	-10	12
CN(C)CCCC1(O)c2ccccc2C=Cc2ccccc21	5	110	-8.8	-45	8	-3.5	-3	14	-2
Cc1ccc(C(=O)NCCONC(=O)c2ccc(C)cc2)cc1	5	104	-3.6	9	-19	-2.6	-2	17	-3
CCOc1cc2c3c(c1)C1(C(=O)N3C(C)(C)C=C2C)C(C#N)=C(N)Oc2cc(O)ccc21 (stereo not drawn)	-2	91	-9.4	17	-31	-5.9	1	-12	-32
CC(C)(C)NC(=O)c1ccncc1	10	98	3.0	7	0	-1.0	3	1	13
Cc1nc(COC(=O)c2cc(O)c3ccccc3c2O)cs1	-4	94	-1.2	2	-12	0.0	14	20	-5
Cc1ccc(-n2nc3c(c2NC(=O)C(C)C)CS(=O)(=O)C3)c(C)c1	4	100	-0.7	-13	-10	-2.3	6	10	24
Cc1cccc(Cc2c(C)nc3c(C(=O)N4CCN(Cc5ccc6c(c5)OCO6)CC4)cnn3c2C)c1	0	102	-1.8	-6	-16	-5.2	1	14	-48
CC1Cc2ccccc2N1C(=O)NC1CC(=O)N(c2ccc3c(c2)OCCO3)C1 (stereo not drawn)	0	100	-0.4	-28	-24	-0.6	-14	5	-6
CCC(C)NCCOCCOc1cc(C)c(Cl)c(C)c1 (stereo not drawn)	7	107	-3.8	14	33	-3.0	-7	6	-9
O=C(O)CCCCCNC(=O)OCC1c2ccccc2-c2ccccc21	5	103	-2.4	-4	-5	-2.8	4	4	15
COc1cc(/C=N\NC(=O)CC#N)ccc1OC/C=C/c1ccccc1	-1	98	-5.1	2	-38	-6.8	1	-12	0
O=c1c2cnn(-c3ccccc3)c2ncn1Cc1cccnc1	3	102	-2.6	-3	-7	-3.1	0	-21	5
CCOC(=O)c1cncc(O)c1	17	96	-2.9	7	-4	-0.2	-9	19	0
C=CCNC(=O)c1onc(CSc2ccc(Cl)cc2)c1C(=O)NCC=C	-5	104	·	4	·	·	·	3	·
Cn1c(=O)c2c(ncn2CC(=O)Nc2nc(-c3ccc(F)c(F)c3)cs2)n(C)c1=O	0	104	-0.7	·	-6	-1.3	-1	26	-1
Clc1ccccc1/C=N/N1CCN(Cc2ccccc2)CC1	2	105	-1.9	10	-7	-1.3	3	-4	-1
Cc1ccc(C(=O)N/N=C\C2CC=CCC2)cc1[N+](=O)[O-] (stereo not drawn)	3	100	-1.2	5	-8	-3.3	2	3	5
COCC(=O)N(CCc1ccccc1)Cc1cc2cc(C)ccc2nc1Cl	10	113	-1.7	16	-31	-2.4	-3	0	-7
COc1ccc(/C=C2/C(=O)ON=C2c2ccccc2)cc1OC	1	102	1.2	1	8	2.1	-9	-3	6
OCCN1C2=NCCCN2c2ccccc21	10	102	-3.9	12	-4	-2.8	1	-8	6
CC1CC(C)CN(S(=O)(=O)c2cccc3cccnc23)C1 (stereo not drawn)	1	104	·	16	·	·	·	18	·
Cc1noc(NC(=O)c2cccc(Cl)c2Cl)c1C#N	-2	85	-5.7	18	-3	-6.4	7	6	-5
COc1ccccc1S(=O)(=O)Cc1ccc(C(=O)N2CCOCC2)o1	8	115	-3.5	0	-3	-3.5	5	3	-5
N#CC1=C(N)OC2=C(C(=O)CCC2)C1c1ccc2c(c1)OCO2 (stereo not drawn)	6	107	-2.4	22	-2	-1.4	15	9	9
CCc1nc2ccccc2c(=O)n1NC(=O)c1c(O)c2cccc3c2n(c1=O)CCC3	3	109	-4.1	·	-3	-5.0	0	3	6
C[C@H](NC(=O)c1nc[nH]c1C(=O)NCc1ccc(CNC(=O)OC(C)(C)C)cc1)C(=O)OC(C)(C)C	-7	90	-0.9	-1	-41	-2.0	-2	-18	-18
O=C(CCc1ccccc1)NNC(=O)c1ccccc1F	-4	95	-3.3	-4	-5	-2.5	2	-7	-17
Cc1cc(Br)ccc1OCCN1CC(C)OC(C)C1 (stereo not drawn)	1	104	-1.9	4	-5	-3.2	5	4	-3
CCOc1ccc2oc(-c3ccccc3)c(C(=O)O)c2c1	1	101	-4.8	22	-17	-6.8	4	28	13
CCc1cccc(C)c1NC(=O)COC(=O)CNS(=O)(=O)/C=C/c1ccccc1	1	99	-0.8	12	-22	-1.2	0	0	14
O=C(NCC(=O)N(c1ccccc1F)C(C(=O)NC1CCCC1)c1cccnc1)c1ccco1 (stereo not drawn)	3	101	-3.6	-12	-20	-2.9	1	8	-1
COc1ccc(-c2cc(C(=O)NCCCn3ccnc3)no2)cc1OC	2	104	-3.0	1	1	7.5	3	-1	-6
O=C(COc1ccc2cc(-c3ccccc3)c(=O)oc2c1)NCC1CCC(C(=O)O)CC1 (stereo not drawn)	7	105	-3.0	7	-39	-1.9	7	36	-9
COc1ccc(N2CCN(c3nc4cc(C)ccc4cc3C=O)CC2)cc1	-5	92	-3.6	-3	-17	-3.0	9	-6	-8
O=S(=O)(c1cc(-c2nnc(-c3ccc(Br)cc3)o2)ccc1Br)N1CCCCCC1	9	102	1.3	8	5	-3.3	-4	-4	8
Nc1ccc(-c2nc3cc([N+](=O)[O-])ccc3o2)cc1	-17	92	0.6	·	6	-2.1	-7	11	18
Cn1c(=O)nc2n(Cc3ccccc3)c3ccccc3cc-2c1=O	1	97	-4.1	20	-4	-3.2	3	27	13
COc1ccc(C(C(=O)NC2CCCC2)N(C(=O)c2ccco2)c2cc3c(cc2C(C)=O)OCO3)cc1OC (stereo not drawn)	-2	99	-1.5	19	-34	0.4	-8	1	6
CCN(CC)CCN1C(=O)c2cccc3cc(N)cc(c23)C1=O	13	101	0.1	27	21	6.5	3	31	1
NNC(=S)Nc1ccc(S(=O)(=O)N2CCOCC2)cc1	-9	93	-2.2	16	-9	-1.2	3	21	-8
Cc1nn(C)c(C)c1S(=O)(=O)N1CCCC(C(=O)N2CCN(c3ccccc3)CC2)C1 (stereo not drawn)	·	·	-2.6	-3	-36	-6.0	3	4	5
CCOc1ccc(CNC(=O)C2CCC(=O)N2C2CCCC2)cc1OC (stereo not drawn)	8	101	-4.5	9	-2	-2.7	-6	12	6
Cc1ccc(NC(=O)N(Cc2ccc3c(c2)OCO3)Cc2cc3cc4c(cc3[nH]c2=O)OCCO4)cc1	-1	97	-2.4	-2	-6	7.4	-10	-13	-2
COc1ccc(C2NC(=S)NC3=C2CCc2ccccc23)cc1OC (stereo not drawn)	9	98	-1.7	22	-13	-4.8	1	-9	3
CCOC(=O)[C@@H]1[C@H]2COc3ccc(Br)cc3[C@@H]2N2C(=O)N(c3ccc(Br)cc3)C(=O)[C@]12C	-6	92	-1.3	15	-18	-1.4	0	-7	-33
CN(Cc1nccs1)C(=O)c1ccc2nc(Cc3ccccc3F)oc2c1	0	98	-0.7	-2	-37	0.6	-8	17	-3
O=C(Nc1nc(-c2ccc(-c3ccccc3)cc2)cs1)C1CCCO1 (stereo not drawn)	1	103	-3.5	16	-14	-2.6	4	-18	2
CCOC(=O)C1(CCOc2ccccc2)CCN(Cc2cccc(OC)c2)CC1	7	112	-0.7	·	6	-1.6	-6	·	-48
CCC(C)[C@H](NC(=O)NCc1ccc(Cl)cc1)C(=O)O (stereo partly drawn)	-2	94	-1.5	16	-1	0.4	-4	1	5
O=C(CCn1nnc2ccccc21)N/N=C\Cc1ccccc1	-11	91	-1.5	-2	-10	-3.0	6	-4	3
Cc1nc(SCC(=O)NC2CCCCC2)[nH]c(=O)c1C	-9	102	-4.5	·	-1	-2.7	-8	-2	9
c1cncc(CNC2CCCc3ccccc32)c1 (stereo not drawn)	17	127	-0.1	27	3	0.6	1	-1	1
O=[N+]([O-])c1ccc(N2CCN(c3ccc(Cl)nn3)CC2)cc1NC1CC1	1	96	-5.4	·	2	-2.9	-8	·	1
COc1cccc(CNC(=O)Cc2nc3nc(C)cc(C)n3n2)c1	-1	104	-2.6	10	-4	-0.6	-4	5	5
COc1ccc(C(=O)Nc2ccccc2C(=O)N/N=C/c2ccco2)cc1	-1	99	-3.0	6	-14	-3.6	-1	10	-5
C=CCn1c(-c2ccoc2C)n[nH]c1=S	7	107	-6.2	32	-2	-3.8	3	8	5
CCCCNC(=O)c1ccc2nc(-c3ccco3)c(-c3ccco3)nc2c1	4	94	-1.9	19	-9	-3.6	2	30	20
O=C(CSc1ccc([N+](=O)[O-])cn1)Nc1ccccc1N1CCOCC1	8	115	-2.3	5	-13	-3.4	0	-4	6

# Additional results follow.
Structure	MEKK2mut PB1 HTS	MEKK2wt PB1 HTS	IMP-1 inh	NALP1 inh	DNA FID counter	VIM-2 inh	PfM18AAP inh	UBC9 SUMO inh	HCV NS3 hel inh
COCCCNC(=O)COc1ccc(-c2nccc(-c3ccccn3)n2)cc1	5	106	-1.6	44	-17	-1.4	-1	21	4
S=C(NCCCc1ccccc1)Nc1ccccc1	-1	100	-3.5	3	-17	-4.3	3	3	10
COc1ccc(CNC(C)C23CC4CC(CC(C4)C2)C3)c(OC)c1OC (stereo not drawn)	0	107	-0.7	-38	15	-0.7	-11	20	-38
NC(=O)C1CCN(C(=O)CN2C(=O)c3ccccc3S2(=O)=O)CC1	1	101	-4.3	6	3	-2.5	-9	2	-3
CCOC(=O)C1(Cc2ccccc2Cl)CCN(Cc2csc(C(C)=O)c2)CC1	2	109	-2.5	9	16	-3.6	7	5	-19
CCn1c(SCC(=O)N2CCc3ccccc32)nnc1-c1c[nH]c2ccccc12	4	102	-0.8	8	-7	-2.9	-3	7	-14
O=C(NCc1ccco1)C1CC(=O)N(c2ccc(Cl)cc2)C1 (stereo not drawn)	-11	90	0.2	21	-4	-0.1	-8	-8	18
CC(=O)N1CCC(=NNS(=O)(=O)c2ccc(C)c([N+](=O)[O-])c2)CC1	-4	97	-0.3	12	-2	-2.6	2	12	-7
Cc1ccc(/C=N/Nc2nc(Cl)c(Cl)cc2Cl)s1	6	101	-3.9	-5	1	-3.4	46*	18	4
COc1ccc(Cl)cc1-n1c(C)cc(C(=O)O)c1C	1	102	-2.8	-32	-2	-4.7	8	-1	0

# Not a retest: an excerpt of the list.
Structure	MEKK2mut PB1 HTS	MEKK2wt PB1 HTS	IMP-1 inh	NALP1 inh	DNA FID counter	VIM-2 inh	PfM18AAP inh	UBC9 SUMO inh	HCV NS3 hel inh
Cc1ccc(/C=N/Nc2nc(Cl)c(Cl)cc2Cl)s1	6	101	-3.9	-5	1	-3.4	46*	18	4
COc1ccc(Cl)cc1-n1c(C)cc(C(=O)O)c1C	1	102	-2.8	-32	-2	-4.7	8	-1	0
